Assay outcomes (PubChem BioAssay)
STAT1 blocker: STAT1 signaling inhibition; NIH 3T3 STAT1-luciferase reporter, IFN-gamma, luminescence; inhibition, % at 5.5 µM; hit rate 0.35% among 200,000; AID 920;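 active means inhibition above a set limit, the mean inhibition across all tested compounds plus 3 SD, cut at about 34% in these data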;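 further: 0% = IFN-gamma with DMSO and 100% = IFN-gamma with 300 µM nifuroxazide; values of inactives mirror those of a sister screen read the other way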
RAM inhibit: blocks the yeast RAM network. S. cerevisiae dse1pr::URA3 reporter, 5-FOA growth OD615, 2 d; analog-sensitive cbk1-as2 kinase mutant strain. inhibition, % at 50 µM. hit rate 1.8% among 190,000;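 active means inhibition above a set limit, 3 SD over mean compound inhibition, cut at about 8.4% in these data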;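 further: 0% = DMSO-only wells with no growth and 100% = 10 µM 1-NA-PP1 full growth; inhibition rescues growth on 5-FOA so higher OD means more RAM inhibition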
APP 5UTR inh: APP translation inhibition; SH-SY5Y APP 5'UTR-luciferase reporter, luminescence; inhibition, % at 2 µM; hit rate 0.82% among 190,000; AID 1285;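 active means inhibition above a set limit, derived from the sample mean plus 3 SD, cut at about 45% in these data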; further: values of inactives mirror those of a sister screen read the other way
STAT1 activator: STAT1 signaling activation; activation (% of control), % at 5.5 µM; AID 932; hit rate 2.6% among 200,000; NIH 3T3 STAT1-luciferase reporter, IFN-gamma, luminescence; 100% = IFN-gamma alone, no compound;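 active means activation above the screen-wide mean activation plus 3 SD, cut at about 130% in these data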;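 further: raw ratio to IFN-gamma control signal so 100% means no change and 0% no light; values of inactives mirror those of a sister screen read the other way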
Hsp70 act: transcriptional activators of Hsp70; AID 1203; HeLa Hsp70 promoter luciferase reporter, luminescence; scaled: vehicle 0, proteasome-inhibitor control 100%; hit rate 0.04% among 200,000; activation, % at 10 µM;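 active means activation above the mean across all tested compounds plus 3 SD, cutoff set per campaign, cut at about 5.5% in these data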;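 further: 100% = MG132 at 30 µM as the positive control and 0% = DMSO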
STAT3 act: STAT3 signaling activation; U3A cells, IL-6 STAT3-luciferase reporter, luminescence; 100% = signal with IL-6 EC80 alone; activation (% of control), % at 5.6 µM; hit rate 0.91% among 190,000; AID 871;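 active means activation above the screen-wide mean of compound activation plus 3 SD, cut at about 130% in these data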;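 further: 0% = background luminescence of wells with medium and substrate only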
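Material: human STAT1-deficient U3A cells with stable STAT3-luciferase reporter / Probe or stimulus: IL-6 stimulus at 33 ng/mL final / Schedule: 1 h compound pre-exposure, 6 h IL-6 stimulation, 37 °C / Technique: luminescence / Read-out basis: percent of IL-6-only median luminescence / Control set: IL-6-only high control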
STAT3 inh: STAT3 signaling inhibition; U3A cells, IL-6 STAT3-luciferase reporter, luminescence; host cell line lacks STAT1; inhibition, % at 5.5 µM; hit rate 0.89% among 190,000; AID 862;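 active means inhibition above the mean inhibition across all screened compounds plus 3 SD, cut at about 44% in these data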;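 further: 0% = DMSO only wells and 100% = 100 µM nifuroxazide control wells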
APP 5'UTR act: APP 5'UTR luciferase reporter activation | SH-SY5Y APP 5'UTR luciferase reporter, luminescence; zero percent = DMSO vehicle wells | activation, % at 2 µM | hit rate 1% among 190,000 | AID 1276;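 active means activation above a set limit, based on mean plus 3 SD of controls, cut at about 140% in these data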; further: values of inactives mirror those of a sister screen read the other way
NF-kB neuron act: compounds increasing NF-kB expression in human neuronal cells; fold change at 12.5 µM; NF-kB reporter expression; active compounds read high; hit rate 1.6% among 190,000; in the data active means fold change above about 3.3
FLuc inhib CS: Photinus pyralis luciferase inhibition counter-screen; P08659; ATPLite firefly luciferase biochemical luminescence, 10 min; inhibition, % at 10 µM; hit rate 1.5% among 200,000;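 active means inhibition above about 50% when tested at 10 µM, limit read from the data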
Target sequence (P08659 whole entry, looked up): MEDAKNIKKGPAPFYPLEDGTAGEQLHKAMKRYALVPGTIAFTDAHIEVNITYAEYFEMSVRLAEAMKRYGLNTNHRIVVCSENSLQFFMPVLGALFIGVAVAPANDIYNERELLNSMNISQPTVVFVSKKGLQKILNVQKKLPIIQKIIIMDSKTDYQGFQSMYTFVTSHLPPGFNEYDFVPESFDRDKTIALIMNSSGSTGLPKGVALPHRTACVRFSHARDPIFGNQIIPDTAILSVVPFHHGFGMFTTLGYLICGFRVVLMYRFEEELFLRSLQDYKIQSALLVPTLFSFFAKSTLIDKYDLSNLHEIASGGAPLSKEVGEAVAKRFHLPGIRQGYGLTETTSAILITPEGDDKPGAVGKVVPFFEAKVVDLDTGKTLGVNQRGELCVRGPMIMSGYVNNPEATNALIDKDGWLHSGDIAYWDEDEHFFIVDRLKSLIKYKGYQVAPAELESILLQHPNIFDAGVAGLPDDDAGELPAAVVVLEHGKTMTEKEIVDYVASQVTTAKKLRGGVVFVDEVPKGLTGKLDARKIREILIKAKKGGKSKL
* marks the source's active call; other numbers are inactive results; / = no result given.

SMILES	STAT1 blocker	RAM inhibit	APP 5UTR inh	STAT1 activator	Hsp70 act	STAT3 act	STAT3 inh	APP 5'UTR act	NF-kB neuron act	FLuc inhib CS
COc1cc(CNCc2ccccn2)ccc1OCc1c(Cl)cccc1Cl	2	1.2	-4	98	0.3	79	31	4	1.1	-2
COC(=O)C1=C(C(=O)c2ccc(C)cc2)C(c2ccc(O)c(OC)c2)n2nnnc2N1 (stereo not drawn)	-7	3.6	4	108	-0.4	102	-3	-4	0.94	-6
Cc1ccc(C(=O)NCCc2csc(-c3cccnc3)n2)cc1	-1	0.8	-18	101	-0.1	88	22	18	1.1	68*
Cc1ccc(CNC(=O)c2sc3nc4c(c(C(F)(F)F)c3c2N)CCC4)cc1	-4	2.3	4	104	-0.2	95	13	-3	0.68	-11
CN1CCC(N(C)C(=O)c2cc(=O)c3ccccc3o2)CC1	-4	-0.7	10	104	-0.1	102	4	-10	1.1	-6
O=C(Nc1cccc(C(=O)N2CCCC2)c1)c1ccccc1	10	0.6	5	91	0.2	92	13	-5	1.4	-8
CC(=O)c1cnc2cc(-c3ccc(Cl)cc3)nn2c1C	-41	1.1	-42	138*	-0.3	101	6	42	3.6*	13
Cc1csc(=NC(=O)c2ccccc2)n1CCO	11	2.4	/	90	-0.2	98	0	/	1.2	-5
CCc1c(C)nc(SCC(=O)Nc2cccc(Br)c2)[nH]c1=O	3	4.9	-2	97	-0.4	93	14	2	0.99	-7
COc1ccc(-c2nc(CCNC(=O)c3cccs3)cs2)cc1	8	-0.7	6	93	0.2	78	34	-6	0.94	1
COC(=O)c1ccc(NC(=O)C(=O)N2CCN(C(=S)Nc3ccc(C)cc3)CC2)cc1	2	6.4	-25	98	-0.2	94	8	25	0.93	-3
COCCNCC(=O)Nc1ccc(OC(F)(F)F)cc1	-4	0.1	4	106	-0.2	103	2	-4	1.3	-7
CN1CCN(S(=O)(=O)c2ccc(Sc3nnnn3-c3ccccc3)c([N+](=O)[O-])c2)CC1	5	0.3	24	95	-0.6	89	16	-24	0.8	-3
C#CCOCCOCCOCCNc1nc(N2CCN(C(=O)[C@H](C)n3cc(CCCN=C(N)N)nn3)CC2)nc(N2CCN(C(=O)[C@H](Cc3ccc(O)cc3)n3cc(CCO)nn3)CC2)n1	2	-0.3	-4	99	-0.3	104	-7	4	1.2	-1
C=CCNC(=O)/C(=C/c1cccc([N+](=O)[O-])c1)NC(=O)c1ccccc1	-19	-0.4	1	117	-0.5	106	-6	-1	0.91	-7
COc1ccc([N+](=O)[O-])cc1NC(=O)CC(c1ccccc1)c1ccccc1	7	2.2	0	94	-0.4	99	5	0	0.98	-3
Cc1ccccc1Cn1c([N+](=O)[O-])cnc1C	6	0.3	-7	95	0.4	89	16	7	1.1	-4
CCCCc1c(O)nc(SCC(=O)NCC2CCCO2)[nH]c1=O (stereo not drawn)	11	1.4	0	90	-0.3	89	19	0	1.1	-6
Nc1cc(N2CCCCC2)c(Cl)cc1[N+](=O)[O-]	5	-1.9	1	96	-0.2	89	18	-1	1.9	0
C/C(CC(=O)NC1CCCC1)=N\NC(=O)C1CCCCC1	1	-1.2	-2	98	-0.3	95	9	1	1.1	-5
O=C(CC(C(=O)O)c1ccccc1)Nc1cccc2ccccc12 (stereo not drawn)	9	1.2	9	92	-0.3	100	0	-9	0.94	-5
Nc1c(C(=O)NCCN2CCOCC2)c2nc3ccccc3nc2n1CCc1ccccc1F	2	2.4	17	98	-0.4	79	28	-17	0.29	-10
Nc1nc2c(c3c1c(=O)oc1ccccc13)CCCCC2	5	2.8	1	96	-0.2	108	-3	-1	0.93	-10
COc1ccc(CCC(=O)N2CCN(C3CCCCC3)CC2)cc1	-1	-0.8	5	101	-0.3	95	7	-5	0.87	-7
COc1ccc(C2NC(=O)NC(C)=C2C(=O)Nc2cc(C)ccc2C)cc1OC (stereo not drawn)	5	12*	14	96	-0.1	101	3	-14	1.1	-4
CSCCC(NS(=O)(=O)c1cccs1)C(=O)NCc1ccccc1 (stereo not drawn)	-1	2.1	5	101	0.2	94	15	-5	1	-4
C=CCN(C(=O)CSc1nc2ccsc2c(=O)n1Cc1ccccn1)c1ccccc1	4	0.2	-25	96	0.2	105	-3	25	1.3	-3
COc1ccccc1-c1cc(C(=O)Nc2ccccc2SC)no1	-8	9.0*	3	107	-0.3	94	11	-3	1.1	-5
CCC(Oc1ccccc1)C(=O)Nc1ncc([N+](=O)[O-])s1 (stereo not drawn)	5	-2.0	-3	93	-0.1	102	2	3	0.83	-7
Cn1cnnc1SCC(=O)Nc1ncc(C(F)(F)F)cc1Cl	8	2.8	14	91	-0.5	96	12	-14	1.1	0
CN(C1CCCCC1)S(=O)(=O)c1ccc(C(=O)O)cc1	0	0.1	6	100	-0.5	104	-1	-6	1.2	1
Cc1cc(C)c(S(C)(=O)=O)c(S(=O)(=O)c2ccc(Cl)cc2)n1	5	3.2	-12	100	-0.1	100	9	12	0.94	-2
c1ccc(-c2csc(-c3ccncc3)n2)cc1	-38	1.8	-7	133*	0.1	94	10	7	1.4	3
CCOC(=O)c1[nH]c2ccccc2c1NC(=O)c1ccc(S(=O)(=O)N2CCCC2)cc1	-13	1.0	14	112	0.0	107	-8	-14	0.38	-9
COc1ccccc1-n1cnc2cc(C(=O)NCCCN3CCOCC3)ccc21	-7	0.1	0	106	0.5	100	7	0	1.1	-8
Cc1cccc(C)c1NC(=O)N1CCC(c2nc3ccccc3o2)CC1	8	-0.7	-1	93	-0.3	88	20	1	0.87	-10
CCOC(=O)C1(CC2CC2)CCN(Cc2ccc(O)c(Cl)c2)CC1	13	-0.1	-9	88	-0.4	95	14	9	1.2	-9
CCC(Sc1nc2ccccc2o1)C(=O)O (stereo not drawn)	4	0.6	2	97	-0.1	104	2	-2	/	-7
O=C(Cc1c[nH]c2ccccc12)Nc1cccc(S(=O)(=O)N2CCCCC2)c1	1	3.7	-29	98	-0.2	124	-25	29	0.86	-8
Cc1nnc(NC(=O)Nc2ccc(Cl)c(Cl)c2)s1	-5	1.9	2	105	-0.4	80	21	-2	1.3	-3
O=C(c1c(F)cccc1F)N(Cc1ccccn1)C1CC1	-3	0.2	-14	103	-0.1	106	-5	14	1.2	-2
COc1ccc(NC(=O)CSc2nnnn2-c2ccc(OC)cc2)cc1	-2	1.1	8	102	0.2	97	0	-8	1	-2
CC(C)C(=O)Nc1ccc(NC(=S)NC(=O)c2cc3ccccc3o2)cc1	-12	0.0	3	109	-0.3	91	16	-3	1	-7
COc1ccc(C2CC(C(F)(F)F)n3nc(C(=O)O)c(Br)c3N2)cc1 (stereo not drawn)	-13	-0.3	-5	112	0.1	101	2	5	0.96	0
CN(c1ccc(C(=O)Nc2ccccc2C(=O)N2CCCC2)cc1)S(C)(=O)=O	-10	0.9	-15	109	-0.3	96	4	15	1	-4
O=C(O)CNS(=O)(=O)c1cc(Cl)c(Cl)cc1Cl	-4	-0.1	9	104	-0.3	103	0	-9	1.2	-5
COC(=O)c1c(NC(=O)CN2CCC3(O)CCCCC3C2c2ccccc2OC)sc(C)c1C (stereo not drawn)	2	-1.2	-3	98	-0.5	113	-16	3	1.5	-4
CC1=C(C(=O)OCc2ccccc2)C(c2cccnc2)n2nnnc2N1 (stereo not drawn)	5	0.2	-20	95	-0.4	97	7	20	0.94	-4

STAT1 activator, what is marked active above
Molecule	STAT1 blocker	RAM inhibit	APP 5UTR inh	STAT1 activator	Hsp70 act	STAT3 act	APP 5'UTR act	NF-kB neuron act
CC(=O)c1cnc2cc(-c3ccc(Cl)cc3)nn2c1C	-41	1.1	-42	138*	-0.3	101	42	3.6*
c1ccc(-c2csc(-c3ccncc3)n2)cc1	-38	1.8	-7	133*	0.1	94	7	1.4

Additional records:
SMILES	STAT1 blocker	RAM inhibit	APP 5UTR inh	STAT1 activator	Hsp70 act	STAT3 act	STAT3 inh	APP 5'UTR act	NF-kB neuron act	FLuc inhib CS
S=C(c1cn(Cc2ccccc2)c2ccccc12)N1CCOCC1	15	1.4	-13	86	0.5	98	13	13	0.95	-6
O=C(NCc1ccc2c(c1)OCO2)c1c(O)c2cccc3c2n(c1=O)CCC3	6	3.9	16	94	0.0	103	0	-16	1.1	-10
O=C(CN(c1ccccc1)S(=O)(=O)c1ccccc1)N1CCOCC1	2	0.4	7	99	-0.2	104	-2	-7	1.1	-5
O=C(N/N=C/C=C/c1ccccc1)c1ccncc1	-2	3.2	11	102	-0.2	97	2	-11	1.2	1
COc1ccccc1S(=O)(=O)Nc1cccc(-c2nnc3n2CCCCC3)c1	-3	-0.2	-4	103	-0.1	99	5	4	0.98	-9
O=C(CNC(=O)c1ccc([N+](=O)[O-])cc1)N/N=C\c1ccc(OC(=O)c2ccccc2)cc1	1	4.6	6	99	-0.3	116	-19	-5	0.87	3
Cc1cc(C)cc(C(=O)N2CC(C)SC2=Nc2cccc(S(=O)(=O)N(C)C)c2)c1 (stereo not drawn)	2	0.2	9	98	-0.2	100	-1	-9	0.89	-2
COc1ccc(C2CC(c3ccccc3)=NN2c2ccc(Cl)c(C(=O)O)c2)cc1 (stereo not drawn)	-16	7.1	15	113	0.1	98	7	-15	1.1	7
Cc1cc(=O)oc2cc(OCC(=O)N3CC(C)OC(C)C3)ccc12 (stereo not drawn)	2	1.6	-3	98	-0.2	102	6	3	0.96	-8
O=C(Nc1ccccc1Cl)N(Cc1nc2ccccc2c(=O)[nH]1)Cc1cccs1	0	3.9	10	100	-0.4	101	-1	-10	1.1	-5
Cc1cc(C)c(S(C)(=O)=O)c(N(C)NC(=O)c2c(F)cccc2F)n1	3	0.6	0	98	-0.3	97	5	0	0.92	-5
COP(=O)(OC)C(Nc1cc(Cl)cc(Cl)c1)c1cccc(O)c1 (stereo not drawn)	-1	0.5	-21	101	0.2	111	-2	21	0.71	-8
CCCCn1c(NCc2ccccc2O)nc2ccccc21	-2	0.2	18	102	-0.2	92	14	-18	1.1	2
O=C(Cn1cccc1C(=O)c1ccccc1)NCCC1=CCCCC1	-4	3.5	6	103	0.4	112	-1	-6	1.9	-6
CCc1ccc(CN(C)Cc2nc(COc3ccccc3)no2)nc1	5	1.0	-7	94	-0.3	99	4	7	0.96	-3
COc1ccccc1C/C(N)=N/OC(=O)COc1ccc2ccccc2c1	0	0.3	-18	100	0.0	103	8	18	1.1	-1
O=S(NCc1ccco1)C12CC3CC(CC(C3)C1)C2 (stereo not drawn)	1	0.5	17	93	-0.2	105	-2	-17	1.1	-3
O=C(NCCN1CCOCC1)Nc1ccc(Cl)cc1	13	-0.6	1	88	-0.3	102	-1	-1	1.2	-5
CCCSc1nnc(CN2CCOCC2)n1C	0	1.3	12	100	-0.1	94	10	-12	1.2	-5
c1ccc(Cc2noc(CN3CCCN(C4Cc5ccccc5C4)CC3)n2)cc1	2	1.0	10	97	-0.3	102	3	-10	0.89	-6
COc1ccc(S(=O)(=O)NCCCCC(=O)O)cc1C(=O)O	-5	0.2	5	103	-0.1	100	8	-5	1.3	-7
